Screening data deposited in PubChem by National Center for Advancing Translational Sciences (NCATS).
rTrxR1 inhibitor: rat TrxR1 inhibition; O89049; recombinant rTrxR1, NADPH fluorescence consumption, selenite substrate; Potency, µM (highest dose often 114 µM), inactives show at the highest dose activity change, negative = inhibition, most hits filed as inhibitors; actives 1% (n = 390,000); further: potency means the concentration at half of the fitted maximal effect; on the % scale 0 is the no-effect control and ±100 the full control effect; nearly all actives have a fitted effect of over 65% in size
Target sequence (O89049 whole entry, looked up): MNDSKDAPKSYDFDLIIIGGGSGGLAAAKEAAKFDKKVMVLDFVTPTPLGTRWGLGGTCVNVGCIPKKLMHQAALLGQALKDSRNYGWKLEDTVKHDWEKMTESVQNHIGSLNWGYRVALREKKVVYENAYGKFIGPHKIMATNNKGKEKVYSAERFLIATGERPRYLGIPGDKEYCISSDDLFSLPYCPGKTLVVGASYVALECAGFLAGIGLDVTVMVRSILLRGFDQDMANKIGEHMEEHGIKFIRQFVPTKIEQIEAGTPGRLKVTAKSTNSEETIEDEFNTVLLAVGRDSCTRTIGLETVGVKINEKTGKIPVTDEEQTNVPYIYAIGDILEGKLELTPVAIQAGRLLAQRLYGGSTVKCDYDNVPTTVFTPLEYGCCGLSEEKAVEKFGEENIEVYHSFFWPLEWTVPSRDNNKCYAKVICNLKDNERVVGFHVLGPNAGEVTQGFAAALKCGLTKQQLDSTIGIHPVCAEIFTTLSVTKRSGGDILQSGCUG
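Rat TrxR1 (90 nM in the dispensed reagent) was pre-reduced with 400 uM NADPH for 5 min at room temperature, then incubated with compound for 15 min. After 400 uM selenite was added, NADPH fluorescence (Ex 340/Em 450 nm) was followed for 8 min.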
Vif-A3G inh: inhibitors of Vif-APOBEC3G interaction. Q9HC16. HeLa A3G-eYFP + Vif (tagged APOBEC3G with the HIV-1 protein that degrades it), YFP fluorescence, overnight. Potency, µM (titrated, usually from 46.1 µM), without a hit: at the highest dose activity, negative = active, most hits filed as inhibitors. actives 0.076% (n = 410,000);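 further: potency means the concentration at half of the fitted maximal effect; on the % scale 0 is the no-effect control and ±100 the full control effect; nearly all actives have a fitted effect of over 60% in size; hits raise eYFP signal because A3G escapes Vif-driven loss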
Target sequence (Q9HC16 whole entry, looked up): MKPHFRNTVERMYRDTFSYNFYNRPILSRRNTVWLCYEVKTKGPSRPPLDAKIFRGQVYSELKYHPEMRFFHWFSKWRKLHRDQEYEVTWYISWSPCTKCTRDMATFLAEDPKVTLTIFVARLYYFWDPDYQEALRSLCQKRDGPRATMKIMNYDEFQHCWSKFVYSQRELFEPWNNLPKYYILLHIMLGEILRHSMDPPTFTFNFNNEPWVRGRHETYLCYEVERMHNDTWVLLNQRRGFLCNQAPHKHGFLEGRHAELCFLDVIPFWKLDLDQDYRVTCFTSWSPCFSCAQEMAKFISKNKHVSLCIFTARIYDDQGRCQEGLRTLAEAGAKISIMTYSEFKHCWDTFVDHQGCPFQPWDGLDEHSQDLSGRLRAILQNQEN
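Read-out is eYFP fluorescence (Ex 488/Em 500-530) from Vif-expressing HeLa A3G-eYFP cells; more signal means A3G escaped Vif-mediated degradation. Cells plated overnight, compound pinned in, incubated overnight at 37 deg C.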
USP1 inh: inhibitors of human USP1/UAF1 deubiquitinase; recombinant USP1/UAF1, Ub-Rhodamine cleavage fluorescence; Potency, µM (series often up to 57.1 µM), inactives show at the top dose activity change, negative = inhibition, actives largely listed as inhibitors; actives 0.23% (n = 390,000); further: potency means the concentration at half of the fitted maximal effect; on the % scale 0 is the no-effect control and ±100 the full control effect; nearly all actives have a fitted effect of over 60% in size; inactives centre near -12
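High-throughput fluorogenic screen: 1nM USP1/UAF1 complex, Ub-Rho substrate 150nM final, 50mM HEPES pH 7.8 with 0.5mM EDTA, 0.1 mg/ml BSA, 1mM TCEP and 0.01% Tween-20.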
IDH1 R132H inh: blocks human mutant IDH1 R132H enzyme | O75874 | IDH1-R132H enzyme, NADPH consumption, diaphorase/resazurin fluorescence | Potency, µM (series often up to 76.6 µM), for inactives: top-dose activity change, negative = inhibition, most hits filed as inhibitors | actives 0.093% (n = 390,000); further: potency means the concentration at half of the fitted maximal effect; on the % scale 0 is the no-effect control and ±100 the full control effect; nearly all actives have a fitted effect of over 65% in size
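IDH1-R132H (0.5 ug/mL dispensed) in pH 7.5 Tris buffer was preincubated 30 min with compound, then given a substrate mix of 0.016 mM NADPH and 2 mM alpha-KG for 80 min at room temperature; remaining NADPH was read by diaphorase/resazurin fluorescence.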
TrxR1 substrate: rat thioredoxin reductase 1 substrate activity | O89049 | AID 588456 | purified TrxR1 substrate turnover, NADPH consumption readout | actives 0.01% (n = 390,000) | Potency, µM (doses to about 114 µM), for inactives: top-dose activity change, negative = substrate turnover; further: potency means the concentration at half of the fitted maximal effect; on the % scale 0 is the no-effect control and ±100 the full control effect; nearly all actives have a fitted effect of over 50% in size
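Rat TrxR1, dispensed at 90 nM, was prereduced with 400 uM NADPH (final) for 5 min at ~22 deg C, then incubated with compound 15 min before 400 uM selenite. A first-read NADPH fluorescence drop versus no-compound background flagged substrates.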
RGS4 inh: inhibitors of human regulator of G protein signaling 4. actives 0.039% (n = 390,000). Transcreener GDP fluorescence polarization, RGS4-accelerated GTP hydrolysis. AID 504845. P49798. Potency, µM (highest dose often 114 µM), for the others: top-dose activity change, negative = inhibition, most hits filed as inhibitors; further: potency means the concentration at half of the fitted maximal effect; on the % scale 0 is the no-effect control and ±100 the full control effect; nearly all actives have a fitted effect of over 75% in size; some results filed as inactive show a strong effect at the top dose
Target sequence (P49798 whole entry, looked up): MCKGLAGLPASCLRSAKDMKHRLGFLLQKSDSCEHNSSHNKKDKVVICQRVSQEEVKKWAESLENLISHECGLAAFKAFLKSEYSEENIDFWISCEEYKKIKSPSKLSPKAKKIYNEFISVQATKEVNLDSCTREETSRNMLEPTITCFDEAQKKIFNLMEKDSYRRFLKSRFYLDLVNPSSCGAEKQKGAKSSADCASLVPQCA
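MLSMR compounds (23 nl, pin-transferred) preincubated 10 min at room temperature with a 500nM (2x) first reagent, then RGS4 at 900nM (2x) plus Transcreener GDP mix added; fluorescence polarization (620/688 nm) read before and after 90 min at 30 °C.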
Vif-A3F inh: Vif-A3F binding inhibition; HeLa A3F-eYFP + Vif (tagged APOBEC3F with the HIV-1 protein that degrades it), YFP fluorescence increase; Potency, µM (highest dose often 46.1 µM), for inactives: top-dose activity, negative = active; actives 0.2% (n = 390,000); further: potency means the concentration at half of the fitted maximal effect; % of control where 0% means no effect; nearly all actives have a fitted effect of over 65% in size
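Fluorescence increase (Ex 488/Em 500-530) after overnight compound treatment at 37 deg C flags inhibition of Vif-driven A3F-eYFP loss in stable HeLa A3F-eYFP/Vif cells seeded overnight beforehand.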
Glioma ERSR ind: inducers of ER stress response in human glioma cells; U87-MG GRP78 promoter luciferase reporter, 16 h; Potency, µM, without a hit: at the highest dose activation, hits mostly activators; actives 0.02% (n = 420,000); further: potency means the concentration at half of the fitted maximal effect; series mostly up to about 76 µM; % of control where 0% means no effect; nearly all actives have a fitted effect of over 35% in size
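ERSR induction read as luciferase luminescence (Bright-Glo, 10 min at room temperature) in stably transfected human U87-MG glioma cells exposed to compounds for 16 h, using GRP78 as sensor.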
LDHA inh: blocks human lactate dehydrogenase A; P00338; purified LDHA, NADH/diaphorase-resazurin fluorescence; hits give low values; activity change, % (values are at about 110 or 230 µM); actives 0.15% (n = 480,000); AID 1347041; in the data active means activity change below about -30%; inconclusive means mostly about -25% to -30%;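 further: plate controls were DMSO wells for no effect and wells without enzyme for full effect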
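LDH5 2 nM; NADH 0.06 mM, pyruvate 0.2 mM; 200 mM Tris pH 7.4, EDTA, Tween-20; 5 min RT. Detection: diaphorase 0.133 mg/mL + resazurin 37 µM, fluorescence ex540/em590 at 0 and 20 min; normalized to enzyme-free and DMSO wells.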
* = called active by the depositor; ? = inconclusive; . = no result given; [ ] = another dose, or the depositor's remark. Unless noted, the call rests on the fitted dose curve; in most records, active means well fitted curve in the direction sought with a large enough effect; inconclusive means small, poorly fitted or top-dose-only effect, or another doubt; inactive means no such curve, though single readings can be large; an effect the other way counts as inactive or inconclusive.

molecule	rTrxR1 inhibitor	Vif-A3G inh	USP1 inh	IDH1 R132H inh	TrxR1 substrate	RGS4 inh	Vif-A3F inh	Glioma ERSR ind	LDHA inh
CCOc1cc(NS(=O)(=O)c2ccc(NC(C)=O)cc2)c(OCC)cc1NC(=O)C(C)C	10.1%	0.5%	-22.1%	0.5%	0.0%	-21.9%	2.8%	-2.5%	17.6
CC#CC(=O)N1CCC(CCC(=O)N(C)Cc2ccccc2)CC1	11.4%	5.7%	-18.4%	0.0%	-1.0%	11.0%	2.0%	-4.4%	-3.7
COCCCn1c(=O)/c(=C\c2ccccc2OC(F)F)s/c1=C(/C#N)C(=O)N1CCOCC1	27.5%[57.1 µM]	-0.1%	-13.5%	3.2%	10.4%[57.1 µM]	14.7%	-3.3%	-1.5%	2.1
Cc1ccc(C)c(N2CCN(C(=O)c3ccc(NC4=NC5CS(=O)(=O)CC5S4)cc3)CC2)c1 (stereo not drawn)	3.1%[57.1 µM]	0.2%	-14.3%	-6.6%	-0.1%[57.1 µM]	11.9%	7.0%	-0.9%	-10.0
O=C(Nc1ccccc1)C1CCCN1C(=O)NCc1ccccc1 (stereo not drawn)	12.7%[57.1 µM]	-0.3%	-7.8%	-2.7%	11.1%[57.1 µM]	-10.4%	-4.9%	1.4%	-10.3
Fc1ccc(C(CCNCc2ccccn2)c2ccc(Cl)cc2)cc1 (stereo not drawn)	14.2%[57.1 µM]	1.5%	-17.0%	8.1%	-15.2%[57.1 µM]	-18.5%	0.9%	-8.9%	-10.1
CC1Cc2cc(/C(O)=C3/C(=O)C(=O)N(CCCn4ccnc4)C3c3ccc(F)cc3)ccc2O1 (stereo not drawn)	-2.4%	3.9%	-21.5%	-8.7%	-6.0%	16.3%[11.4 µM]	-2.1%	10.6%	0.5
CC(=O)Nc1ccc(NC(=O)C(C)OC(=O)c2c(C)nn(-c3ccccc3)c2Cl)cc1 (stereo not drawn)	-4.7%	-0.4%	-21.9%	-1.3%	-7.2%	-4.8%	-0.1%	-1.4%	-2.2
Cc1ccc(Nc2cc(C)nc3ncnn23)cc1	21.2%[57.1 µM]	0.4%	0.4%	-7.3%	1.8%[57.1 µM]	13.3%	1.3%	-0.9%	-6.8
COC(=O)c1sccc1NC(=O)c1cc(OC)c(OC)c(OC)c1	20.6%	0.9%	-1.5%	-4.6%	4.0%	-3.4%	2.6%	-0.3%	-1.4
O=C(O)c1cnc(-c2ccccc2)nc1Sc1ccccc1	8.7%	0.4%	-5.2%	-3.5%	-3.1%	3.1%[56.9 µM]	-5.7%	-3.1%	-39.7*
CCOC(=O)[C@H]1[C@H]2COc3ccc(Cl)cc3[C@@H]2N2C(=O)c3cc(F)ccc3NC(=O)[C@@]12C	10.6%	-12.1%	-2.2%	-11.3%	-6.5%	14.2%	0.0%	5.6%	4.8
Cc1ccc(S(=O)(=O)N(C)Cc2ccc(-c3nnco3)cc2)cc1	16.5%[57.1 µM]	-7.1%	-15.4%	-2.0%	-1.2%[57.1 µM]	13.8%	0.9%	-2.8%	-4.3
CCOC(=O)CN(C)C(=O)CCc1nnc(-c2ccsc2)o1	-6.5%	-4.9%	-22.8%	-0.8%	-8.2%	0.9%	-10.1%	-1.8%	-4.2
C=CCN1C(=O)C(CC(=O)Nc2ccc(OC)cc2)SC1=Nc1ccc(S(N)(=O)=O)cc1 (stereo not drawn)	1.6%[57.1 µM]	-4.4%	-25.3%	-0.5%	-2.0%[57.1 µM]	-8.4%	-5.4%	-0.9%	-12.8
CCCCNC(=S)Nc1ccc2[nH]c(=O)[nH]c2c1	3.6%[57.1 µM]	3.5%	-14.4%	0.3%	10.6%[57.1 µM]	-3.4%	10.6%	-3.1%	-3.2
O=C(NC1CCCCC1)N1CCN(C2CCCCC2)CC1	33.1%[activator][57.1 µM]	3.1%	-10.1%	6.7%	14.3%[57.1 µM]	-1.9%	2.6%	-0.5%	-8.8
O=C(COC(=O)CCS(=O)(=O)c1ccc(Cl)cc1)NCCc1ccc(Cl)cc1Cl	?	2.3%	-1.1%	4.8%	-14.5%	-6.9%	-6.6%	-2.7%	-6.1
O=C(Nc1ccc(S(=O)(=O)Nc2ncccn2)cc1)c1ccc(Br)cc1	.	-6.4%	-28.2%	-3.5%	.	.	2.5%	10.4%	-1.1
CC(OC(=O)Cc1ccccc1[N+](=O)[O-])C(=O)NC(=O)NC1CCCCC1 (stereo not drawn)	2.8%	-4.8%	-8.1%	6.8%	0.5%	-1.9%	-7.5%	-3.2%	-4.3
COc1ccc(C)cc1NC(=O)CCCNC(=O)Cn1cnc2sc(C)c(C)c2c1=O	27.2%[57.1 µM]	-4.4%	-15.4%	8.4%	-5.9%	-11.8%	-4.0%	-4.5%	-2.1
CCOc1ccc(NC(=O)CN2C(=O)c3ccccc3C2=O)cc1	23.5%	-3.8%	-23.3%	1.0%	3.2%	10.5%	0.2%	1.6%	2.4
COc1ccc(C(CNC(=O)CN2C(=O)NC3(CCCC3)C2=O)N(C)C)cc1 (stereo not drawn)	19.4%	0.6%	-12.2%	7.0%	1.2%	-6.9%	1.6%	4.1%	-4.0
Cc1nnc(SCC(=O)N(C)CC(=O)Nc2ccc(F)cc2)n1Cc1ccccc1	5.5%	-0.8%	-19.7%	-5.3%	-4.6%	-25.8%	6.5%	-3.5%	-3.9
Cc1c(Cl)c(C(=O)N2CCCc3ccccc32)nn1C	-3.7%	0.5%	-12.3%	4.3%	-0.5%	10.3%	-11.7%	1.9%	0.1
COCOCCn1cc(CN2CCS(=O)(=O)N(Cc3ccc(-c4ccc(Cl)cc4)cc3)C(CC(C)C)C2=O)nn1 (stereo not drawn)	.	-10.9%	-8.6%	-23.9%	.	.	-11.5%	-5.4%	1.3
CCn1c(=O)c2c3c(sc2n(C)c1=O)CCC3	8.4%	1.0%	-3.9%	2.8%	1.7%	-12.7%	-7.1%	-1.7%	3.1
COc1cc(OC)cc(C(=O)N2CCC(N3CCN(c4ccccc4)CC3)CC2)c1	-5.3%	2.7%	-5.3%	8.3%	-5.3%	-16.4%	2.6%	-4.0%	-18.5
COc1ccc([N+](=O)[O-])cc1NCC(=O)Nc1cccc(S(=O)(=O)N2CCCC2)c1	-15.3%	5.4%	-8.1%	7.6%	-5.5%	-5.2%	6.9%	0.2%	1.3
COc1ccc([N+](=O)[O-])cc1COc1cc(C)cc2oc(=O)cc(-c3ccccc3)c12	14.1%[57.1 µM]	?	-8.9%	14.4%	7.9%[57.1 µM]	-21.9%	-11.5%	-3.9%	-4.0

Structures listed so far with two or more sulfur atoms, in the order listed:
molecule	rTrxR1 inhibitor	Vif-A3G inh	USP1 inh	IDH1 R132H inh	TrxR1 substrate	RGS4 inh	Vif-A3F inh	Glioma ERSR ind	LDHA inh
Cc1ccc(C)c(N2CCN(C(=O)c3ccc(NC4=NC5CS(=O)(=O)CC5S4)cc3)CC2)c1 (stereo not drawn)	3.1%[57.1 µM]	0.2%	-14.3%	-6.6%	-0.1%[57.1 µM]	11.9%	7.0%	-0.9%	-10.0
C=CCN1C(=O)C(CC(=O)Nc2ccc(OC)cc2)SC1=Nc1ccc(S(N)(=O)=O)cc1 (stereo not drawn)	1.6%[57.1 µM]	-4.4%	-25.3%	-0.5%	-2.0%[57.1 µM]	-8.4%	-5.4%	-0.9%	-12.8

Remaining list, next part.
molecule	rTrxR1 inhibitor	Vif-A3G inh	USP1 inh	IDH1 R132H inh	TrxR1 substrate	RGS4 inh	Vif-A3F inh	Glioma ERSR ind	LDHA inh
CCCC(=O)Nc1cccc(NC(=O)c2ccc([N+](=O)[O-])cc2Cl)c1	20.0%	-0.8%	-19.3%	3.2%	2.3%	24.7%	0.9%	-3.8%	2.6
CC(NC(=O)c1ccco1)C(=O)O (stereo not drawn)	13.6%	-3.9%	4.8%	-6.1%	0.2%	-50.6%	-4.3%	-2.3%	-0.5
COC(=O)c1cccc2nc3c(C(C)O)cccc3nc12 (stereo not drawn)	-7.3%	-2.5%	-22.0%	3.0%	-12.9%	-5.9%	-3.5%	0.9%	3.1
O=C(COC(=O)C1CCN(c2ccc(C(F)(F)F)cn2)CC1)Nc1ccc(Cl)cn1	11.5%[57.1 µM]	-0.2%	-21.5%	5.1%	-7.6%	-3.2%	-7.0%	-6.9%	1.1
CCOC(=O)N1CCN(c2c(NC3CCN(Cc4ccccc4)CC3)c(=O)c2=O)CC1	-1.8%	-1.1%	-18.4%	4.0%	-8.3%	10.6%	-0.9%	-2.9%	-4.8
O=C(NCCCn1ccnc1)C(=O)Nc1ccccc1	21.0%[57.1 µM]	0.5%	-6.8%	7.9%	-6.9%	-0.1%	-6.8%	-4.7%	-6.6
CC(C)(C)Nc1nc(OCC#N)nc(N2CCCCC2)n1	25.5%	0.5%	-13.0%	-10.3%	-1.8%	11.7%	0.3%	-2.1%	-5.6
O=C(CCc1nc(-c2ccccc2F)no1)NCCN1CCOCC1	5.8%[57.1 µM]	-3.1%	-18.0%	3.4%	8.4%	0.4%	-1.4%	-3.1%	-2.7
COc1ccccc1C(=O)NCc1ccco1	?	-0.5%	-20.0%	-0.6%	7.7%	-1.8%	-1.9%	-3.5%	-6.3

Some of the compounds tested; rates above refer to the full screens.
